Assay outcomes from PubChem.
NCI-60 one-dose screen, 48 h, at 10 µM unless noted. Numbers give growth in % (100 = growth as untreated, 0 = no growth, -100 = all killed).
PC-3 = PC-3 prostate cancer cells; 80,000 tested, 3.9% active; AID 1794754
OVCAR-8 = OVCAR-8 ovarian cancer; AID 1794782; 81,000 tested, 4.4% active
OVCAR-5 = OVCAR-5 ovarian cancer; 82,000 tested, 2.9% active; AID 1794783
DU-145 = DU-145 prostate cancer | AID 1794760 | 81,000 tested, 4.2% active
IGROV1 = IGROV1 ovarian cancer; 79,000 tested, 4.7% active; AID 1794786
SK-OV-3 = SK-OV-3 ovarian cancer cells. 80,000 tested, 3.2% active. AID 1794785
OVCAR-4 = OVCAR-4 ovarian cancer cells; 80,000 tested, 3.7% active
OVCAR-3 = OVCAR-3 ovarian cancer; 79,000 tested, 7% active
An asterisk follows results filed as active; / = not tested or not shown; & = joins results of further samples. How the source made its calls: active means growth percent below 10; inactive means the rest. No enrichment for hits; 10% or so of the library scored in one or more.

SMILES	PC-3	OVCAR-8	OVCAR-5	DU-145	IGROV1	SK-OV-3	OVCAR-4	OVCAR-3
O=S(=O)(NCCCNc1nccc(-c2[nH]c(-c3ccccc3)nc2-c2ccc(Cl)c(O)c2)n1)c1ccc(Br)cc1	27	33	72	48	37	68	47	24
CCCCn1c(=O)c(/C=C/c2cc(/C=C/c3cc4cc(C)ccc4n(CCCC)c3=O)n(-c3ccccc3)n2)cc2cc(C)ccc21	98	82	100	106	95	88	104	100
COC(=O)CCC1=C(C)C2=NC1=CC1=NC(=CC3=NC(=Cc4[nH]c(/c(=C(/C)O)c4C)=C2)C(C(C)=O)=C3C)C(C)=C1CCC(=O)OC	84	100	111	110	108	95	107	107
Nc1nccc(NCCSCc2ccccc2)n1	87	100	101	100	101	101	82	82
Cc1ccc(-c2cn(C/C=C3\C=CN(S(=O)(=O)c4ccccc4)CC3)nn2)cc1	97	100	120	118	104	/	74	108
O=C1Nc2ccccc2C2c3[nH]c4ccccc4c3CCN12 (stereo unspecified)	80	74	98	96	96	95	95	98
CN(/C=C(\C#N)S(=O)(=O)c1ccccc1)Cc1ccccc1	92	103	112	121	119	113	106	109
O=C(O)C1C=CCC(C(=O)O)C1 (stereo unspecified)	94	96	97	102	110	123	102	107
COc1ccc(NC(=O)Cn2c3ccc(Cl)cc3c3ccc([C@H](C)C(=O)O)cc32)cc1	84	102	89	88	91	92	94	92
COc1ccc2cc(/C=C3\SC(=O)NC3=O)c(Cl)nc2c1	85	98	100	102	90	87	112	94
Nc1nc(NCc2ccccc2)c2c(n1)[nH]c1cc(Cl)c(O)cc12	83	79	90	96	92	72	87	89
CSCCC(NC(=O)c1ccccc1)C(=O)N/N=C1\S/C(=C/c2ccc(Cl)cc2)C(=O)N1C (stereo unspecified)	85	71	95	75	96	85	89	108
CCOC(=O)c1cc(/C=C/c2cccc(Cl)c2)on1	85	99	101	95	94	111	84	99
CC1=NC(C(=O)O)CC1C (stereo unspecified)	91	105	105	112	122	96	120	109
CCOc1cccc(Cc2c[nH]c(=O)[nH]c2=O)c1	104	104	102	112	113	98	101	109
COc1ccc(N2C(=O)CCC2=O)cc1	99	97	101	104	106	92	116	107
CCOC(=O)c1noc2c1CCc1cn(Cc3cc(OC)c(OC)c(OC)c3)cc1-2	96	102	113	104	105	84	104	100
O=C(/C=C/c1cccc(Br)c1)c1ccc(Nc2nc(N3CCCCC3)nc(N3CCCCC3)n2)cc1	99	99	117	100	110	108	103	107
N#Cc1ccc(/C=C/c2cn(-c3ccccc3)nc2-c2cccc([N+](=O)[O-])c2)cc1	44	44	64	59	51	70	33	70
COc1cc(CN(CCC(O)c2ccc(Cl)cc2)Cc2ccccc2)cc(OC)c1OC (stereo unspecified)	79	92	88	108	80	80	72	99
O=C(OCCc1ccccc1)c1ccccc1O	105	107	103	111	104	104	103	118
CN1CCC=C(C(=O)O)C1	94	98	91	110	140	113	106	111
O=C1/C(=C/c2cccs2)CCc2ccccc21	98	103	113	110	114	121	106	111
O=C(NC1CCN(c2ccc3nnc(Cl)n3n2)CC1)c1ccccc1	100	99	98	107	111	91	104	/
O=C(NCCBr)Nc1ccccc1	93	105	105	108	92	101	101	107
Nc1nonc1-c1nc2c(Cl)cccc2[nH]1	97	104	101	105	89	107	82	112
CC(=O)Nc1ccc(-c2cn(-c3cccc(C(=O)Nc4cc(C(F)(F)F)cc(C(F)(F)F)c4)c3)nn2)cn1	-59*	-33*	-11*	-48*	-38*	-21*	-25*	-31*
COc1c(/C=N\NC(=S)SCc2ccccc2)c(O)cc2oc(C)cc(=O)c12	62	59	70	65	67	71	58	17
Cc1cccc(C)c1N=C(Cc1nc2c(=O)[nH]c(=O)n(C)c2[nH]c1=O)c1ccccc1	/	98	97	108	94	102	101	111
Cc1nn(C(=O)c2ccc([N+](=O)[O-])cc2)c2c1nnc1ncccc12	106	96	99	105	103	102	108	115

Reprinted from the part before: two entries, followed by the next part.
SMILES	PC-3	OVCAR-8	OVCAR-5	DU-145	IGROV1	SK-OV-3	OVCAR-4	OVCAR-3
Cc1cccc(C)c1N=C(Cc1nc2c(=O)[nH]c(=O)n(C)c2[nH]c1=O)c1ccccc1	/	98	97	108	94	102	101	111
Cc1nn(C(=O)c2ccc([N+](=O)[O-])cc2)c2c1nnc1ncccc12	106	96	99	105	103	102	108	115
Cc1cccc(N)c1O	82	97	107	95	96	113	104	95
O=C(NNCN1C(=O)c2ccccc2C1=O)c1ccccc1	101	102	107	109	105	101	110	107
C=C(C)[C@@H]1CC[C@]2(C(=O)N=C=S)CC[C@]3(C)[C@H](CC[C@@H]4[C@@]5(C)CCC(=O)C(C)(C)[C@@H]5CC[C@]43C)[C@@H]12	21	24	49	34	66	15	31	26
NC(=O)NC(CCl)NC(N)=O	98	103	99	104	101	100	99	112
CC1=NN(c2ccccc2)C(=O)C1N=Nc1cc(Cl)cc(S(=O)(=O)O)c1O (stereo unspecified)	65	88	68	114	73	89	59	70
CCCCCCNC(=O)/C(=C/C=C/c1ccccc1)NC(=O)c1ccccc1	92	94	117	110	98	99	102	103
C[C@@H](Oc1cc(-c2cnn(C3CC4(CCCNC4)C3)c2)cnc1N)c1c(Cl)ccc(F)c1Cl (stereo partly specified)	16	43	34	37	49	78	37	52
O=C(Nc1ccc(CN2CCc3nc4cc(O)c(O)cc4cc32)cc1)c1cccc(Cl)c1Cl	89	99	104	111	91	86	103	114
O=c1oc2ccc(Br)cc2c(=O)n1-c1ccc(Br)cc1F	-4.8*	12	19	14	9.6*	/	10	8.2*
COc1ccc2nc(NC(=O)CSc3nc(C)c(C)n3Nc3ccccc3)sc2c1	96	92	89	113	99	100	91	110
COc1ccc2c(c1)O/C(=C\c1ccc(O)cc1)C2=O	102	91	103	104	100	104	95	116
COc1ccc(NC(=O)Cn2c(=O)c3c(ncn3C)n(C)c2=O)cc1	85	103	102	113	108	91	115	109
O=Cc1ccc([N+](=O)[O-])[nH]1	96	101	106	113	98	128	107	121
CCN(CC)Cc1cc(Oc2ccc(O)c(CN(CC)CC)c2)ccc1O	97	94	105	101	88	92	108	97
CCOC(=O)c1c(Nc2ccccc2)nn2c(-c3ccc(OC)cc3)ccnc12	99	94	91	91	101	101	99	/
O=C(O)CCN1C(=O)/C(=C/c2ccc(F)cc2)SC1=S	117	104	100	108	107	132	111	113
CCCCOc1ccc(Nc2cc(Cl)ccc2C(=O)O)cn1	94	95&111	101&110	121&120	104&43	108	92	106&111
CCCCCCCCCCOC(=O)c1ccccn1	84	110	99	109	120	109	90	100
Nc1c(C(=O)Nc2ccccc2)sc2nc3c(cc12)CCCCC3	9.0*	18	44	4.7*	36	17	15	/
[O-][n+]1cccc(CO)c1	100	101	110	118	115	109	111	105
CCn1c(SCc2ccccc2)nc2c1c(=O)n(C)c(=O)n2C	99	96	106	108	102	109	96	113
COc1ccc(C(=O)C[n+]2cccc(Br)c2)cc1	100	/	103	106	100	96	113	103
COc1ccc(CC[n+]2cccc(C#N)c2)cc1OC	94	99	105	115	115	106	95	111
Cc1cc(OC(=O)Nc2ccccc2)ccc1Cl	92	105	98	104	95	86	/	108
CC(=O)Oc1cc2c(cc1OC(C)=O)C(=O)CCCC2	94	103	101	107	116	107	101	100
CSc1ccc(NC(=O)Nc2ccccc2)cc1	94	106	93	100	108	103	97	97
CCC(C)Cn1cnc2c(Sc3c([N+](=O)[O-])ncn3C)nc(N)nc21 (stereo unspecified)	93	93	104	99	81	103	65	88
COC1=NC(=C(c2ccccc2)c2ccccc2)OC1=O	86	97	99	106	104	107	103	110
N/C(=N\OC(=O)CSc1nc2ccccc2s1)c1ccccc1	94	101	100	106	92	101	112	110
N#Cc1csc(CCNC(=O)c2ccccc2)n1	101	104	112	121	119	113	100	122
O=c1[nH]c2cnn(-c3ccccc3)c2c(=O)n1O	90	96	103	109	118	95	112	112
Fc1ccc2[nH]c3nc(=S)[nH]nc3c2c1	100	98	105	110	109	108	101	108
COc1ccc(C2=NN3C(C2)c2ccccc2OC32CCN(C)CC2)cc1 (stereo unspecified)	/	95	109	101	92	107	98	111
CCSC(=O)c1ccc([N+](=O)[O-])o1	78	107	94	110	95	86	108	109
CC1(C)COCN1COCCOCN1COCC1(C)C	111	107	107	112	91	106	108	109
C[C@H]1CCC/C=C/[C@@H]2CCC[C@H]2[C@H](O)/C=C/C(=O)N1	91	101	94	123	/	105	109	108
NS(=O)(=O)Oc1ccc(NC(=O)C2CCCCCC2)cc1	97	99	98	117	103	99	107	102
O=C(O)c1ccc(-c2nn(-c3ccc(C(F)(F)F)cc3)cc2CNc2ccc(C(=O)O)c(C(F)(F)F)c2)cc1	104	104	108	110	113	114	106	111
O=c1c(-c2nnc(SCc3ccccc3)o2)cnc2nc[nH]n12	85	88	98	109	105	84	111	108
CN1C(=O)N(C)C2C1NN=c1s/c(=C\c3cccnc3)c(=O)n12 (stereo unspecified)	66	93	93	96	81	85	94	66
COc1ccc(C(=O)COc2cccc(/C=C3\CSc4ccccc4C3=O)c2)cc1	/	6.5*	32	102	/	108	84	64
COc1ccc(Cn2c(C(N)=O)cc3c2-c2nc(NC4CCCCC4)ncc2CCC3)cc1	75	89	92	94	96	102	103	101
Nc1nc2c3cncnc3ccc2c2ncncc12	81	100	108	101	104	100	102	100
Cc1cc(SC#N)cc(C(C)(C)C)c1O	67	100	88	110	100	93	96	95
COC(=O)c1c2c(c(C)[n+]([O-])c1C)C(=O)C=C(NCc1ccc(F)cc1)C2=O	2.6*	2.5*	-69*	-91*	-59*	/	/	-36*
CN(C)c1ncc(/C=C2\SC(=S)N(Cc3ccccc3Cl)C2=O)s1	91	96	88	98	71	107	2.1*	27
CCc1ccc(C2=C/C(=C/c3ccc(Br)cc3)C(=O)N2CCc2ccc(S(N)(=O)=O)cc2)cc1	83	97	95	108	86	/	92	98
CN(C)/C=C1\CC2C(=O)N(Cc3ccccc3Cl)C(N(C)C)N2C1=O (stereo unspecified)	100	104	92	114	113	106	103	114
NS(=O)(=O)c1ccc(CCn2c(=O)c3cc4c(=O)n(CCc5ccc(S(N)(=O)=O)cc5)c(=O)c4cc3c2=O)cc1	95	105	105	96	106	104	98	106
CCCCCCN(CCCCCC)C(=O)C(C)O (stereo unspecified)	102	107	114	107	107	105	100	106
Carrying on.
SMILES	PC-3	OVCAR-8	OVCAR-5	DU-145	IGROV1	SK-OV-3	OVCAR-4	OVCAR-3
Cc1cc(C)c2c(=O)c(C(N)=O)cn3c2c1C(=O)CC3	98	91	93	110	101	87	103	111
COc1ccc(CSc2n[nH]c(=O)[nH]c2=O)cc1	96	103	102	112	103	107	110	108
CC(C(=O)O)=C(c1ccccc1)c1ccccc1	94	103	98	109	86	100	/	122
Cc1ccc(S(=O)(=O)NCCSc2nc(-c3ccccc3)c(C#N)c(=O)[nH]2)cc1	91	95	103	101	101	89	81	111
C#CC(CCC)OC(C)=O (stereo unspecified)	91	97	106	112	101	117	95	115
CC[C@]12C=CCN3CC[C@@]4(c5ccc(OC)cc5N(C)[C@H]4[C@@](O)(C(=O)OC)[C@@H]1OC(=O)CCN1CCc4ccccc4C1)[C@@H]32	70	95	96	106	81	103	91	/
NCCCN	102	104	107	107	113	105	90	111
Cc1cccc(Cl)c1NC(=O)c1cnc(Nc2cc(N3CCOCC3)cc(S(C)(=O)=O)c2)s1	44	-2.2*	16	-41*	-49*	-24*	54	32
NNC(=S)n1ccc(-c2cc3cc(Br)ccc3oc2=O)n1	100	110	111	107	108	136	99	100
O=C(Nc1nc2ccc([N+](=O)[O-])cc2s1)Nc1ccccc1F	14	15	15	26	22	-14*	17	25
O=C1NC(SCc2ccc(F)cc2)=N/C1=C/c1cccc(OCc2ccc(Cl)cc2)c1	77	53	66	81	27	55	-48*	18
O=C1Nc2ccccc2CCc2ccccc21	91	103	111	109	112	107	114	106
CC(=S)NC(=O)C(=O)/C=C1/NC(=O)C(=O)S1	100	106	107	111	109	122	106	122
Oc1ccc(Cc2nccc3cc(O)c(O)cc23)cc1O	82	/	62	98	11	98	84	100

Filtered by structure: the compounds so far containing two or more sulfur atoms
SMILES	PC-3	OVCAR-8	OVCAR-5	DU-145	IGROV1	SK-OV-3	OVCAR-4	OVCAR-3
CSCCC(NC(=O)c1ccccc1)C(=O)N/N=C1\S/C(=C/c2ccc(Cl)cc2)C(=O)N1C (stereo unspecified)	85	71	95	75	96	85	89	108
COc1c(/C=N\NC(=S)SCc2ccccc2)c(O)cc2oc(C)cc(=O)c12	62	59	70	65	67	71	58	17
COc1ccc2nc(NC(=O)CSc3nc(C)c(C)n3Nc3ccccc3)sc2c1	96	92	89	113	99	100	91	110
O=C(O)CCN1C(=O)/C(=C/c2ccc(F)cc2)SC1=S	117	104	100	108	107	132	111	113
N/C(=N\OC(=O)CSc1nc2ccccc2s1)c1ccccc1	94	101	100	106	92	101	112	110
CN(C)c1ncc(/C=C2\SC(=S)N(Cc3ccccc3Cl)C2=O)s1	91	96	88	98	71	107	2.1*	27
NS(=O)(=O)c1ccc(CCn2c(=O)c3cc4c(=O)n(CCc5ccc(S(N)(=O)=O)cc5)c(=O)c4cc3c2=O)cc1	95	105	105	96	106	104	98	106
Cc1ccc(S(=O)(=O)NCCSc2nc(-c3ccccc3)c(C#N)c(=O)[nH]2)cc1	91	95	103	101	101	89	81	111
Cc1cccc(Cl)c1NC(=O)c1cnc(Nc2cc(N3CCOCC3)cc(S(C)(=O)=O)c2)s1	44	-2.2*	16	-41*	-49*	-24*	54	32
CC(=S)NC(=O)C(=O)/C=C1/NC(=O)C(=O)S1	100	106	107	111	109	122	106	122
